Screening data: PubChem, several laboratories
MOR-DOR inv ag: inverse agonists of MOR-DOR heterodimerization, primary screen, cell-based, luminescence | inhibition, % at 9.3 µM | cell-based MOR-DOR heterodimer luminescence, inverse agonism | AID 504357, 2011 | Mu-type opioid receptor (Homo sapiens) + Delta-type opioid receptor (Homo sapiens), … | 340,000 tested, 0.21% active; in the data active = inhibition above about 22%, passing the limit was not always enough;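 also: 0% = cells with DMSO and 100% = wells without cells with DMSO; values of inactives mirror those of a sister screen read the other way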
OPRM1-OPRD1 ag: agonists of OPRM1-OPRD1 heterodimerization, primary screen, cell-based, luminescence | Mu-type opioid receptor (Homo sapiens) + Delta-type opioid receptor (Homo sapiens), … | cells | activation, % at 9.3 µM | 340,000 tested, 0.3% active | AID 504326, 2011; in the data active = activation above about 18%;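 also: 0% = vehicle-treated cells and 100% = reference agonist; values of inactives mirror those of a sister screen read the other way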
LANA DNA inh: inhibitors of KSHV C-LANA binding to DNA, primary screen, biochemical, fluorescence polarization, FAM-LBS DNA, MBP-C-LANA, single point; inhibition, % at 9 µM; AID 504423, 2011; 340,000 tested, 0.078% active;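 active = highest replicate inhibition at or above 60% at 9 µM, even if other replicates fall short; inactive = all replicates below 60% inhibition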;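 also: 0% = neutral control wells and 100% = 4 µM acridine orange control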
Keap1-Nrf2 PPI: Keap1-Nrf2 protein-protein interaction inhibitors, primary screen, biochemical, fluorescence polarization, single point | 340,000 tested, 0.15% active | AID 504523, 2011 | inhibition, % at 9.4 µM | Keap1 Kelch-Nrf2 peptide fluorescence polarization, 1536-well; in the data active = inhibition above about 12%;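 also: human Keap1 Kelch domain with fluorescein labeled Nrf2 9mer peptide probe; 0% = neutral control wells and 100% = peptide positive control; higher means more block of Keap1 binding to Nrf2 peptide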
Target sequence (Q14145 whole entry, looked up, the tested form may be a part): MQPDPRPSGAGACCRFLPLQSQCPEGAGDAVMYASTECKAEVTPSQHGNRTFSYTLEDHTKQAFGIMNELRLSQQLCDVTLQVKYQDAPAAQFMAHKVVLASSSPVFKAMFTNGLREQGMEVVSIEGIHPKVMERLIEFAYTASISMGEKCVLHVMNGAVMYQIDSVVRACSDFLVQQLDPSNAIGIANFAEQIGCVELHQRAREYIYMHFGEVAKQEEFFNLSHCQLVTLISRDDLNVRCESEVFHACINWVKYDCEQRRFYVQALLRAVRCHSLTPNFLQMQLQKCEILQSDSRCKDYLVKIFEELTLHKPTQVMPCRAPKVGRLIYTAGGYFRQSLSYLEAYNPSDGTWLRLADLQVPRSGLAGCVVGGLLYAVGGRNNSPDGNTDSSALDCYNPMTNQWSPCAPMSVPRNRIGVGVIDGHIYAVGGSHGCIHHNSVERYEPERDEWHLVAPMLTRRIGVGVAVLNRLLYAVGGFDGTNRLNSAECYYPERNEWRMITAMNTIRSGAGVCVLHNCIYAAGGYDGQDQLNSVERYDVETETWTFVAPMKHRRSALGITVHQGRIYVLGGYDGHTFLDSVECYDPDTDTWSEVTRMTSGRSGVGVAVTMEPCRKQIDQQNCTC
HTR5A ag ctr: HTR5A agonists in luminescence cell assay, primary screen, counter-screen for OPRM1-OPRD1 heterodimer agonist project, full-deck HTS; 5-hydroxytryptamine receptor 5A (Homo sapiens), P47898; cell-based; activation, % at 9.3 µM; 340,000 tested, 0.61% active; AID 504692, 2011; in the data active = activation mostly above about 9.5%, no sharp cut-off; inactive = mostly below about 7.6%;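 also: 0% = cells with vehicle only and 100% = reference agonist; strong numbers were not always called active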
Target sequence (P47898 whole entry, looked up): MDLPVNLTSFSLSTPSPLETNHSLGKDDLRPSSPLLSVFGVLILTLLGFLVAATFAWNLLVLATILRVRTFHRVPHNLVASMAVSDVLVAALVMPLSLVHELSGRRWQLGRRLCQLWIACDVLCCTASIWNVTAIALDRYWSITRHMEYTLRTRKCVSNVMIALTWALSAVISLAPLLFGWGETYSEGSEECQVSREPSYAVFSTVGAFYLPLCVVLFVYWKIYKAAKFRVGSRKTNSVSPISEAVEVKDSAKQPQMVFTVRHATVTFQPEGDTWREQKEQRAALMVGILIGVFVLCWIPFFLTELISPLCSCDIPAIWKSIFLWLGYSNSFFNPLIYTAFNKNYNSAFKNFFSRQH
Cardiac RTF inh: cardiac RTF calcium sensitivity inhibitors, primary screen, biochemical, IANBD-TnC fluorescence, EC70 calcium; Troponin I, cardiac muscle (Homo sapiens) + Troponin T, cardiac muscle (Homo sapiens) + …; IANBD-labeled cardiac RTF, Ca2+ fluorescence; inhibition, % at 7.15 µM; 340,000 tested, 0.12% active; AID 493244, 2011;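 active = inhibition above the mean inhibition of all tested compounds plus 3 SD, cut at about 17% in these data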;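 also: assay run at fixed EC70 calcium of 1.6 mM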
V-ATPase pHluor: regulators of yeast V-ATPase proton pumping, primary screen, pHLuorin cytosolic pH fluorescence; S. cerevisiae; AID 504577, 2011; response, % at 10 µM; 350,000 tested, 0.37% active; in the data active = response mostly above about 7.3%, no sharp cut-off; inactive = mostly below about 5.4%; also: actives read high; inactives centre near 0; some compounds called inactive have numbers as strong as hits; reference of the scale not given here
cardiac RTF act: cardiac RTF calcium sensitivity activators, primary screen, biochemical, IANBD-TnC fluorescence, EC20 calcium; activation, % at 7.2 µM; IANBD-labeled TnC RTF fluorescence at EC20 calcium; 0% EC20 calcium, 100% full calcium; 340,000 tested, 0.24% active;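 active = activation above the mean over all tested compounds plus 3 SD, cut at about 30% in these data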;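 also: rise in fluorescence read as greater calcium sensitivity of cardiac thin filaments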
CAL-PDZ inh HTS: untagged CAL PDZ binding inhibitors, primary screen, biochemical, fluorescence polarization, HTS; Golgi-associated PDZ and coiled-coil motif-containing protein (Homo sapiens), Q9HD26; purified CAL PDZ, TMR-peptide fluorescence polarization, 1 h; inhibition, % at 24.9 µM; 300,000 tested, 0.92% active;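 active = mean inhibition of at least 30% with at least half of replicates also reaching 30%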;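 also: 0% = DMSO neutral control and 100% = excess unlabeled competitor peptide PRC23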
HTR5A inv ag: HTR5A inverse agonists in luminescence cell assay, primary screen, counter-screen for OPRM1-OPRD1 heterodimer inverse agonist project, full-deck HTS; 5-hydroxytryptamine receptor 5A (Homo sapiens), P47898; HTR5A cell line, inverse agonism; inhibition, % at 9.3 µM; 340,000 tested, 0.083% active; AID 504634, 2011; in the data active = inhibition mostly above about 23%, no sharp cut-off; inactive = mostly below about 18%;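 also: 0% = cells with DMSO and 100% = no-cell wells with DMSO; some compounds called inactive have numbers as strong as hits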
Numbers without * were called inactive; / = no result given. No enrichment for hits. About 2.8% of those tested had a hit in this group.

Values run as follows: V-ATPase pHluor | HTR5A ag ctr | OPRM1-OPRD1 ag | CAL-PDZ inh HTS | Keap1-Nrf2 PPI | HTR5A inv ag | cardiac RTF act | MOR-DOR inv ag | Cardiac RTF inh | LANA DNA inh
COc1ccccc1NS(=O)(=O)c1cc2c(cc1C)NC(=O)CO2
    2 | 2 | -0.6 | / | -2 | 12 | -3 | 3 | -7 | -0.8
CC(C)CCNCC(=O)NC(c1ccccc1)c1ccccc1
    2 | 1 | -1.9 | -8 | -5 | 12 | -5 | 9 | 0 | 0.9
Cc1ccc(S(=O)(=O)N2CCN(S(C)(=O)=O)CC2)cc1
    -4 | 4 | 2.4 | / | 0 | -5 | 3 | -14 | -5 | 2.2
c1nc(N2CCOCC2)c2c3c(sc2n1)CCCC3
    -3 | 8 | -2.7 | 0 | -3 | -21 | 2 | 13 | -4 | 0.0
Cc1cccc(/C=N/NC(=O)c2cc3c(s2)-c2ccccc2CC3)c1
    1 | -6 | -0.5 | -5 | -1 | 16 | 4 | 2 | -3 | 2.8
OC(CN1CCN(c2cccc(C(F)(F)F)c2)CC1)c1c[nH]c2ccccc12 (configuration not stated)
    8 | 2 | 5.5 | 0 | 0 | -5 | -4 | -30 | 6 | -0.4
COc1cc2nc(SCC(=O)NCc3ccco3)n(Cc3ccc(Cl)cc3)c(=O)c2cc1OC
    -4 | 1 | -3.7 | 0 | 2 | -2 | 8 | 20 | -3 | -1.7
CC1CC(C)(C)N(C(=O)CSc2ccc(-c3ccc(F)cc3)nn2)c2ccccc21 (configuration not stated)
    1 | 8 | 3.9 | -4 | 1 | 0 | -3 | -22 | -11 | 2.7
Cc1cc(Cl)ccc1NC(=S)NCc1ccccc1
    -6 | 1 | -2.0 | / | 3 | -2 | -4 | 11 | 0 | 0.8
O=C(NC1(O)C(=O)c2ccccc2C1=O)c1ccccc1
    0 | -4 | -4.0 | -2 | -12 | 10 | 2 | 20 | 1 | 3.0
NNC(=O)CNC(=O)c1cccc(Br)c1
    26* | 1 | -0.3 | -2 | 1 | 12 | -5 | 2 | 1 | 0.4
Nc1nc(-c2ccc3ccccc3c2)c(C2(O)C(=O)Nc3c(Br)cc(F)cc32)s1 (configuration not stated)
    3 | 2 | 0.3 | -1 | -2 | 20 | -3 | -2 | -7 | -0.7
c1ccc(-c2ccc3c(c2)NCCN3)cc1
    1 | -1 | 2.2 | -3 | -3 | 5 | -3 | -10 | -5 | -0.3
Cc1ccc(Cl)c(OCC(=O)Nc2ccccc2N2CCCCC2)c1
    -1 | 1 | 1.8 | -8 | 0 | -18 | -1 | -12 | -17 | 0.3
CCOc1ccc(NC(=O)CN(C)C(=O)c2ccc(-c3ccc(C(C)=O)cc3)o2)cc1OCC
    9 | 2 | -2.4 | / | 5 | -10 | -13 | 12 | -19 | -0.9
O=C1N(c2ccc(Cl)c(Cl)c2)CN(Cc2ccccc2)CN1n1cnnc1
    -6 | 1 | -3.0 | -4 | -1 | -3 | -7 | 15 | -3 | 1.3
CC(C)C(=O)N1CCN(S(=O)(=O)c2ccc3ccccc3c2)CC1
    3 | 4 | 1.8 | -6 | -2 | -11 | -3 | -14 | -21 | -0.3
COC(=O)C1=C(C)NC(=O)CC1c1ccccc1OC (configuration not stated)
    -1 | -9 | -1.5 | -4 | 5 | -2 | 0 | 7 | -2 | 6.1
Cc1nn2c(N3CCN(c4ccccn4)CC3)cc(C(C)C)nc2c1-c1ccccc1
    -6 | -2 | -3.3 | -3 | 2 | 9 | -4 | 17 | -2 | -0.6
COc1cccc(C(=O)Nc2cnn(C(C)C)c2)c1
    0 | -4 | -0.6 | -1 | -2 | 38 | 6 | 3 | -4 | 1.2
Cn1c(NC(=O)c2ccc(Cl)cc2)cc(=O)n(C)c1=O
    -3 | -2 | -1.0 | 1 | -1 | 4 | -4 | 6 | 2 | -0.4
CCCOc1ccc(C2C(C(=O)OC)=CN(CCOC)C=C2C(=O)OC)cc1
    6 | -5 | -2.2 | 3 | -1 | -2 | -7 | 13 | 7 | -2.2
Cc1onc(C(=O)NCCc2ccccc2)c1[N+](=O)[O-]
    -3 | 6 | -0.1 | 3 | -2 | -22 | 1 | 0 | -9 | 0.5
CC1(c2nnc(Cc3ccccc3)o2)CC(c2ccccc2F)=NO1 (configuration not stated)
    4 | -4 | -2.8 | 1 | -2 | -30 | 7 | 16 | 1 | 0.2
Cc1noc(C)c1COc1ccc(C(=O)N2CCC(C)CC2)cc1
    1 | 0 | -1.9 | -4 | -5 | 2 | -2 | 7 | -1 | 0.7
O=C(C1CC(=O)N(c2ccc3c(c2)OCCO3)C1)N1CCN(c2ccccc2)CC1 (configuration not stated)
    3 | -5 | 0.8 | 47* | -2 | 3 | 2 | -4 | -7 | -2.6
CN(C)S(=O)(=O)c1ccc(C(=O)NCC(=O)N/N=C/c2ccco2)cc1
    -1 | 4 | -0.1 | 3 | 4 | 6 | -2 | 1 | 2 | -0.1
Cn1c(-c2cccc([N+](=O)[O-])c2)cnc1NCc1cccc([N+](=O)[O-])c1
    2 | 5 | -1.5 | 4 | 0 | -15 | -1 | 7 | -7 | -1.0
O=C(NCc1ccc(F)cc1)C1CCCN1S(=O)(=O)c1ccccc1C(F)(F)F (configuration not stated)
    2 | -2 | -3.7 | -3 | -8 | -17 | -1 | 14 | 2 | 0.4
C=CCc1ccc(OCCOCCNCCCC)c(OC)c1
    -3 | 2 | -3.3 | -1 | -1 | -5 | -4 | 18 | 4 | 0.4
O=C(NCCCn1cccn1)C1CCC(=O)N(Cc2ccccc2F)C1 (configuration not stated)
    2 | 0 | -2.6 | / | -7 | 5 | 1 | 14 | -6 | 0.9
Cc1cc(C)c(-c2csc(Cc3nc(-c4cc5ccccc5oc4=O)cs3)n2)cc1C
    -1 | 5 | -1.4 | -4 | -2 | 22 | -1 | 6 | -6 | -1.0
Cc1cc(C)nc(SC2CC(=O)N(c3ccc(C)c(C)c3)C2=O)n1 (configuration not stated)
    -4 | -2 | -3.2 | -2 | -6 | 8 | -9 | 15 | 0 | -1.1
COc1ccc2cc3cc(C(=O)Nc4ccc5c(c4)OCO5)oc3nc2c1
    -2 | 4 | -1.4 | 1 | -2 | -40 | 5 | 8 | -1 | 2.2
COc1ccccc1CNC(=O)C1CCCN(c2cnccn2)C1 (configuration not stated)
    -2 | -2 | -2.2 | 11 | 1 | 7 | 4 | 11 | -19 | 0.1
COc1ccc(CCn2nnnc2CN2CCN(C(=O)c3ccco3)CC2)cc1OC
    1 | -4 | -2.2 | -3 | -2 | 10 | 3 | 13 | -3 | -0.2
C=C(C)Cn1c(SCC)nc2ccccc2c1=O
    1 | 12* | 5.8 | 3 | -3 | 7 | 7 | -33 | 6 | -1.1
COC(=O)CNC(=O)C1CCN(C(=O)OCc2ccccc2)CC1
    -3 | 6 | -1.0 | 1 | -4 | -15 | -4 | 5 | -5 | 0.6
C=CCC(C(=O)c1ccccc1)[N+](C)(C)CC=C (configuration not stated)
    -3 | 9 | -3.3 | -7 | 3 | 10 | -2 | 17 | 0 | -0.9
O=C(NCc1ccccc1)C(c1ccncc1)N(C(=O)c1ccccn1)c1ccccc1 (configuration not stated)
    -3 | -3 | -0.9 | -4 | -2 | 8 | -1 | 5 | -5 | -0.5
CCOC(=O)c1ccc(NC(=O)c2nc[nH]c2C(=O)NCC(=O)OC(C)(C)C)cc1
    11 | 8 | 1.1 | 11 | 1 | -23 | -9 | -6 | -2 | -0.4
O=C(NCCCN1CCOCC1)C(=O)NCC1CCCO1 (configuration not stated)
    -1 | 3 | 0.3 | -2 | -4 | -34 | 2 | -1 | -5 | -0.8
CC(C)(C)OC(=O)C[C@@H]1C/C=C\C[C@@H](CC(=O)N[C@H](CO)Cc2ccccc2)C(=O)NC[C@H](c2ccccc2)OC1=O
    0 | 3 | 1.6 | -3 | -4 | 1 | 6 | -9 | 1 | -1.8
Cc1cccc(C)c1OCC(=O)Nn1c(C)nc2ccccc2c1=O
    1 | 1 | -2.5 | -3 | -7 | -3 | 4 | 14 | 2 | 1.3
COc1ccc(N2CCN(C(=O)CCS(=O)(=O)c3ccc4c(c3)NC(=O)CO4)CC2)cc1
    4 | 2 | -3.3 | / | 1 | -8 | -4 | 17 | 1 | -0.6
O=C(NNC(=O)c1cncc(Br)c1)c1ccncc1
    0 | 0 | -1.4 | / | -5 | 8 | 2 | 6 | -1 | -1.1
Cc1c(CCOC(=O)c2ccccc2)sc[n+]1Cc1ccccc1
    2 | 4 | -0.9 | / | -7 | 3 | -5 | 5 | -8 | 1.8
O=C(O)c1cccc2c1-c1ccc(Cl)cc1C2
    -1 | 1 | -1.1 | / | 2 | -4 | -2 | 6 | 1 | 0.6
FC(F)(F)c1cccc(Cn2nnnc2-c2cc(Cl)cc(Cl)c2)c1
    2 | 2 | 3.2 | -4 | -5 | -23 | 6 | -17 | -8 | 1.4
COc1cccc(NC(=O)c2c(F)cccc2F)c1
    1 | 6 | -2.2 | 1 | -4 | -9 | 5 | 12 | -6 | 1.0

Entries above printed as active in V-ATPase pHluor.
Molecule,V-ATPase pHluor,OPRM1-OPRD1 ag,CAL-PDZ inh HTS,Keap1-Nrf2 PPI,cardiac RTF act,MOR-DOR inv ag,Cardiac RTF inh,LANA DNA inh
NNC(=O)CNC(=O)c1cccc(Br)c1,26*,-0.3,-2,1,-5,2,1,0.4

Later entries
Values run as follows: V-ATPase pHluor | HTR5A ag ctr | OPRM1-OPRD1 ag | CAL-PDZ inh HTS | Keap1-Nrf2 PPI | HTR5A inv ag | cardiac RTF act | MOR-DOR inv ag | Cardiac RTF inh | LANA DNA inh
CCCN(CC(=O)Nc1ccccc1OC)C(=O)c1ccccn1
    -3 | 0 | -1.7 | 74* | 4 | -1 | -6 | 9 | 4 | -1.6
Cc1cc(C)c(C)c(S(=O)(=O)N2CCNCC2)c1C
    -3 | 3 | -0.6 | -2 | -3 | -8 | 1 | 3 | -3 | 1.2
FCCCOc1ccc(-c2nccc(-c3ccccn3)n2)cc1
    -2 | 3 | 1.6 | -4 | 0 | -12 | 3 | -8 | -7 | -0.6
COc1ccccc1NS(=O)(=O)c1cc(NC(=O)CCNC(C)=O)ccc1C
    1 | 4 | 1.0 | 6 | 5 | -10 | -6 | -5 | 2 | 0.3
